Screens as filed in PubChem BioAssay.
CaV13 FRET inh: Disruptors of the CACNA1D IQ motif to Ca2+-dependent inactivation inhibitor domain association, primary screening, Förster resonance energy transfer in intact living …; inhibition, % at 12.3 µM; 340,000 compounds, 0.098% hits; HEK cells, CFP/YFP FRET ICDI-IQ, plate reader, 10 min; percent FRET-ratio fall versus neutral wells;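 active means mean replicate inhibition of at least 30% and at least 1% of replicates passing that level; inconclusive means only one of the two criteria is met; inactive means neither criterion is met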;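 further: 0% = median of the neutral control wells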
Exocytosis inh: blocks lytic granule exocytosis. 360,000 compounds, 0.66% hits. TALL-104 LAMP-1 surface exposure, flow cytometry; cells stimulated with thapsigargin and PMA. inhibition, % at 10 µM;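 active means inhibition above about 55%, limit read from the data; inconclusive means no clear call, values can overlap the other calls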
PDI turbidity: inhibitors of human protein disulfide isomerase | P07237 | PDI insulin aggregation turbidity, A650, 90 min | inhibition, % at 10 µM | 350,000 compounds, 0.052% hits | AID 588391;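 active means mean inhibition across replicates of 30% or more, whatever share of single replicates reach that level; inconclusive means mean inhibition below 30% while every single replicate reaches 30%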;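 further: absorbance from insulin aggregation driven by PDI reduction with DTT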
Target sequence (P07237 whole entry, looked up): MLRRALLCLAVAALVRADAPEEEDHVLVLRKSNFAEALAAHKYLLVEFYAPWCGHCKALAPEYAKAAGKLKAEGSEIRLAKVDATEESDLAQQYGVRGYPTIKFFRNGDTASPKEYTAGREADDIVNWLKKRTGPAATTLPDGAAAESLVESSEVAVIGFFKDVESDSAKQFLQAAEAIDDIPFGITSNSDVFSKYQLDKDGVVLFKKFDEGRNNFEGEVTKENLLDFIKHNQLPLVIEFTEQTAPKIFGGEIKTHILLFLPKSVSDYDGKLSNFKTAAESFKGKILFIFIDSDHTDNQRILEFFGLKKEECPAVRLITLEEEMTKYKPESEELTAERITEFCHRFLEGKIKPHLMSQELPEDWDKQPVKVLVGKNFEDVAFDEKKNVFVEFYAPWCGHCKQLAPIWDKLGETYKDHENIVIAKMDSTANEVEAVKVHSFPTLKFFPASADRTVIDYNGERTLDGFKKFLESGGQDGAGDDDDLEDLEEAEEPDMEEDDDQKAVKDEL
HTR2A ag: mouse HTR2A agonism via beta-arrestin recruitment; CHO-K1 mHTR2A beta-arrestin complementation, luminescence; percent of 30 µM serotonin response; AID 624169; P35363; 360,000 compounds, 0.66% hits; activation, % at 7.6 µM;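 active means activation above a run cutoff, the mean activation of all tested compounds plus 3 SD, cut at about 14% in these data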;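 further: 0% = plate median of compound wells and 100% = 30 µM serotonin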
MC4R ag barr: activates human MC4R beta-arrestin recruitment | P32245 | 360,000 compounds, 0.98% hits | activation, % at 8.9 µM | AID 540308 | U2OS MC4R beta-arrestin complementation, luminescence; percent of melanotan II response, DMSO zero;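 active means activation above a per-plate cutoff, the mean activation of sample wells on that plate plus 3 SD, cut at about 8% in these data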
Target sequence (P32245 whole entry, looked up): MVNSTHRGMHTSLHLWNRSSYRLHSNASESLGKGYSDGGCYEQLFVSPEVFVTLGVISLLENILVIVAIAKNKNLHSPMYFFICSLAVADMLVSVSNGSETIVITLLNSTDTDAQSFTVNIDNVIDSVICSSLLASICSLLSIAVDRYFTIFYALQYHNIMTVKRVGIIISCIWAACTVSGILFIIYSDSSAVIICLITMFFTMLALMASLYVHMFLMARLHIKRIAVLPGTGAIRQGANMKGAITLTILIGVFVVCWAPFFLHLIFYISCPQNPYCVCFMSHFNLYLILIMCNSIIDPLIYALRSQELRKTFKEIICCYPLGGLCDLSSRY
Cardio protect: protects H9c2 cardiomyocytes from peroxide injury | protection from H2O2 cell death, % at 20 µM | 360,000 compounds, 0.63% hits | H2O2 injury protection, ATPLite, 2 h;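 active means compounds giving at least 50% protection of heart cells from peroxide-induced death in the single-dose screen, raw or plate-pattern-corrected value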;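 further: 0% = DMSO wells with peroxide and 100% = DMSO wells without peroxide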
ABCB6 inh MLPCN: blocks the human ABCB6 transporter; 360,000 compounds, 0.19% hits; fluorescence ratio to DMSO, % at 10 µM; K562-ABCB6 porphyrin accumulation, flow cytometry, 1 h; active compounds read low;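 active means fluorescence ratio to DMSO below 75%, the collection mean minus 3 SD; inconclusive means too few cells collected in the well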;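 further: signal is porphyrin accumulated inside mitochondria; 100% equals median channel fluorescence of DMSO control wells; lower ratio means ABCB6 inhibition with less porphyrin fluorescence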
Glyco luc inh: blocks N-linked glycosylation in D54 reporter cells; D54 ERlucT glycosylation luciferase reporter, 24 h; percent of 100 nM tunicamycin response; reporter increase, % at 12.5 µM; 360,000 compounds, 0.23% hits;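 active means mean luciferase reporter signal, scaled so untreated is 0 and the glycosylation-blocking control 100, at or above a set limit in every replicate; inconclusive means mean reaches the limit but not every replicate does; inactive means mean below the limit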;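 further: luciferase carries N-glycosylation sites so blocking glycosylation raises the light; 0% = median of neutral control wells and 100% = median of 100 nM tunicamycin wells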
MC4R antag cAMP: blocks human MC4R cAMP signaling | P32245 | inhibition, % at 6.5 µM | AID 540295 | 360,000 compounds, 0.48% hits | MC4R-expressing cells, MTII-stimulated cAMP, LANCE TR-FRET;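 active means inhibition above its plate's cutoff, the mean of tested wells on that plate plus 3 SD, cut at about 29% in these data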;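 further: 0% = Melanotan II alone and 100% = Melanotan II plus saturating MCL0020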
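System – human MC4R-expressing U2OS cells · Also added – Melanotan II · Dosing – one concentration, 6.5 µM nominal · Timing – 30-min compound, 1-h challenge, 1-h detection, room temperature · Measured by – Eu-cAMP/anti-cAMP TR-FRET, emission 671 nm · Replicates – singlicate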
ABHD5-PLIN5 inh: ABHD5-PLIN5 protein interaction inhibition | Split G. princeps luciferase complementation, luminescence, 4 h | 360,000 compounds, 0.78% hits | inhibition, % at 4 µM;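 active means inhibition above the mean inhibition across every tested compound plus 3 SD, cut at about 22% in these data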;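 further: 0% = DMSO only wells and the 100% control is not disclosed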
An asterisk follows results filed as active; u = inconclusive; x = not tested or not shown.

1: O=C(O)CSc1nnc(-c2cccs2)n1-c1ccc(Cl)cc1
2: CCO[C@@H]1OC(C(=O)NCc2ccccc2)=C[C@H](c2csc3ccccc23)[C@H]1CCCO
3: Cc1ccn(C(=O)c2cc3cc(Cl)ccc3oc2=O)n1
4: CCCN(CCC)C(=O)c1c(NC(=O)CC)sc2c1CCCCC2
5: Cc1c(Cc2ccccc2)c(=O)oc2cc(OC(C)C(=O)NCC3CCC(C(=O)O)CC3)c(Cl)cc12 (configuration not stated)
6: N#CC1(NC(=O)COC(=O)c2nccnc2N)CCCCC1
7: COc1ccc(-n2cnnc2SCC(=O)Nc2cc(C)on2)cc1
8: CC(=O)c1cccc(CN2CCCCC2C(=O)Nc2ccc(Oc3ccccc3)nc2)c1 (configuration not stated)

entry no.	1	2	3	4	5	6	7	8
ABCB6 inh MLPCN	105	94	101	103	100	97	95	100
CaV13 FRET inh	-5	-10	-8	-4	x	-6	-5	-5
Cardio protect	10	6	2	2	-2	1	2	-2
MC4R antag cAMP	6	9	5	15	4	2	7	12
HTR2A ag	4	-4	-5	3	1	1	-3	1
MC4R ag barr	-1.0	-0.2	-1.7	-1.9	1.0	-1.5	0.0	0.8
Exocytosis inh	1	11	4	1	1	5	13	-1
PDI turbidity	-11	2	3	0	x	-8	-2	1
ABHD5-PLIN5 inh	0	4	1	-7	3	4	1	-1
Glyco luc inh	1	-3	2	0	0	1	1	-2

9: COc1ccc(Oc2cn[nH]c2-c2ccc(O)cc2O)cc1
10: CC(C)CCNc1nc(N)c([N+](=O)[O-])c(NC2CCCCC2)n1
11: CN(C(=O)c1ccc(NC(=O)Cc2ccc([N+](=O)[O-])cc2)cc1)C1CC1
12: CCCCN1C(=O)C(CC(=O)NCCc2ccccn2)CC(C(=O)N2CCCCCC2)=C1C (configuration not stated)
13: O=C(NC1CCCC1)c1ccccc1OCc1ccccc1
14: CCc1nnc(NC(=O)c2ccc(-c3ccc(C(C)=O)cc3)o2)s1
15: O=C(NC1CCCCC1)c1cnn2c(C(F)(F)F)cc(-c3ccco3)nc12
16: COC(=O)Cn1c(CN2CCC(Cc3ccccc3)CC2)nc2c1c(=O)n(C)c(=O)n2C

entry no.	9	10	11	12	13	14	15	16
ABCB6 inh MLPCN	101	91	94	102	97	99	93	96
CaV13 FRET inh	x	-4	-3	-12	-3	-2	-5	x
Cardio protect	7	-15	7	x	5	17	8	-11
MC4R antag cAMP	-6	6	10	x	-3	-6	-24	9
HTR2A ag	-2	3	-2	2	-1	5	1	5
MC4R ag barr	0.3	0.7	-1.6	x	-0.8	-0.8	-2.5	0.7
Exocytosis inh	-4	-23	0	-14	1	-1	-2	1
PDI turbidity	-1	3	8	x	0	19	22	9
ABHD5-PLIN5 inh	14	2	-8	-13	-2	18	-6	1
Glyco luc inh	-3	-1	0	x	3	2	-17	1

17: COc1ccc(/C=c2\s/c(=C\C(=O)C(C)(C)C)[nH]c2=O)cc1O
18: CCCCCCCCCCOC(=O)Cn1c(COc2ccccc2)[n+](C)c2ccccc21
19: Cc1ccc(CN2CC(C(=O)N3CCN(c4ccccc4Cl)CC3)CC2=O)cc1 (configuration not stated)
20: CNc1c([N+](=O)[O-])cnn1-c1ccccn1
21: Cc1ccc(CNC(=O)CCS(=O)(=O)c2ccc3c(c2)CC(C)N3C(=O)C2CC2)o1 (configuration not stated)
22: COc1ccc(NC(=O)N2CCCC2C(=O)NCc2ccc(F)cc2)cc1 (configuration not stated)
23: CCCC(=O)NCCc1nc2ccccc2n1CCC
24: CCc1ccc2nc(N(CCCN(C)C)C(=O)c3ccc(C(=O)c4ccccc4)cc3)sc2c1

entry no.	17	18	19	20	21	22	23	24
ABCB6 inh MLPCN	107	86	95	95	97	94	97	97
CaV13 FRET inh	-11	-2	-5	-4	-7	x	-5	-3
Cardio protect	16	-20	0	4	0	0	14	-17
MC4R antag cAMP	7	-4	0	16	-6	-4	5	7
HTR2A ag	-4	-7	-4	3	-2	-5	-2	-13
MC4R ag barr	-0.5	18*	-1.8	0.1	-1.3	-0.9	0.1	4.7
Exocytosis inh	-3	66*	2	-1	0	-3	8	26
PDI turbidity	6	4	-9	4	-9	-6	x	-8
ABHD5-PLIN5 inh	2	12	2	-1	6	6	1	13
Glyco luc inh	11	8	-1	1	2	1	-1	-5

25: N=c1c(S(=O)(=O)c2ccccc2)cc2c(=O)n3ccccc3nc2n1CC1CCCO1 (configuration not stated)
26: Cc1onc(-c2ccccc2)c1C(=O)N(Cc1ccco1)Cc1cccs1
27: Cc1ccc(NC(=O)C(C)OC(=O)CCN=C2NS(=O)(=O)c3ccccc32)cc1 (configuration not stated)
28: NC(=O)c1nn(-c2ccccc2)nc1NC(=O)Cn1nnc(-c2ccccc2)n1
29: Cc1cc(S(=O)(=O)N2CCCCCC2)c(Cl)cc1Cl
30: CC(=O)c1c(NCc2ccccc2)nc(=O)n(-c2ccccc2)c1C
31: CCOc1ccc(N2C(=O)CC(N3CCN(C(=O)c4ccco4)CC3)C2=O)cc1 (configuration not stated)
32: CCOC(=O)[C@]12CCC=C1N(Cc1cccc3ccccc13)C(=O)[C@H](CC(=O)N1CCCCC1)C2

entry no.	25	26	27	28	29	30	31	32
ABCB6 inh MLPCN	100	97	98	119	101	101	91	96
CaV13 FRET inh	9	-3	-5	-5	-9	-4	-5	-2
Cardio protect	7	-17	-2	-4	-8	2	3	x
MC4R antag cAMP	14	0	-3	1	3	-2	6	x
HTR2A ag	-2	4	-5	-3	-3	1	2	-3
MC4R ag barr	0.4	-2.9	-3.6	-1.3	-0.9	1.8	-1.0	x
Exocytosis inh	-1	0	-4	5	0	0	0	0
PDI turbidity	-1	14	0	3	8	-2	0	x
ABHD5-PLIN5 inh	1	-4	-7	-5	-5	-7	5	8
Glyco luc inh	0	-4	4	-1	-7	-2	0	x

An excerpt of these results, with tabs:
cpd	structure	ABCB6 inh MLPCN	CaV13 FRET inh	Cardio protect	MC4R antag cAMP	HTR2A ag	MC4R ag barr	Exocytosis inh	PDI turbidity	ABHD5-PLIN5 inh	Glyco luc inh
29	Cc1cc(S(=O)(=O)N2CCCCCC2)c(Cl)cc1Cl	101	-9	-8	3	-3	-0.9	0	8	-5	-7
31	CCOc1ccc(N2C(=O)CC(N3CCN(C(=O)c4ccco4)CC3)C2=O)cc1 (configuration not stated)	91	-5	3	6	2	-1.0	0	0	5	0
30	CC(=O)c1c(NCc2ccccc2)nc(=O)n(-c2ccccc2)c1C	101	-4	2	-2	1	1.8	0	-2	-7	-2
28	NC(=O)c1nn(-c2ccccc2)nc1NC(=O)Cn1nnc(-c2ccccc2)n1	119	-5	-4	1	-3	-1.3	5	3	-5	-1
25	N=c1c(S(=O)(=O)c2ccccc2)cc2c(=O)n3ccccc3nc2n1CC1CCCO1 (configuration not stated)	100	9	7	14	-2	0.4	-1	-1	1	0
27	Cc1ccc(NC(=O)C(C)OC(=O)CCN=C2NS(=O)(=O)c3ccccc32)cc1 (configuration not stated)	98	-5	-2	-3	-5	-3.6	-4	0	-7	4

Further records.
33: COc1ccc(C(c2c(C)n(C)n(-c3ccccc3)c2=O)c2c(C)n(C)n(-c3ccccc3)c2=O)cc1OC
34: Cc1ccc(/C=N/NC(=O)CN2CCN(S(=O)(=O)c3ccc(Br)cc3)CC2)s1
35: CC1CCCCN1CCCNC(=O)Cn1ncc2c([nH]c3ccccc32)c1=O (configuration not stated)
36: CS(=O)(=O)c1ccc(Cl)c(NC(=O)COC(=O)C23CC4CC(CC(C4)C2)C3)c1
37: Clc1ccccc1OCc1nc(-c2ccc(Br)o2)no1
38: CC(=O)C(C(c1ccccc1)N1CCOCC1)N1CCOCC1 (configuration not stated)
39: CCOC(=O)c1c(CSc2ccc(CC)cc2)oc2ccc(O)c(CN(C)C)c12
40: C[C@H](NC(=O)[C@@H]1Cc2ccccc2CN1C(=O)OC(C)(C)C)C(=O)NC1CCCCC1

entry no.	33	34	35	36	37	38	39	40
ABCB6 inh MLPCN	98	93	103	101	100	98	91	105
CaV13 FRET inh	-2	-15	-14	-6	-6	-5	-4	-17
Cardio protect	3	-1	-4	-1	-17	-1	-23	-2
MC4R antag cAMP	8	3	-6	3	1	3	2	3
HTR2A ag	0	2	3	1	0	1	-10	-1
MC4R ag barr	-0.4	-0.4	0.7	-1.0	1.4	-0.6	20*	-2.4
Exocytosis inh	13	-1	-2	-4	4	21	80*	-12
PDI turbidity	0	-1	0	-7	6	-4	18	1
ABHD5-PLIN5 inh	7	4	8	2	2	7	21	-6
Glyco luc inh	1	1	2	-2	-2	1	6	0

41: COc1cc(CNn2c(C)n[nH]c2=S)cc(Br)c1OCC(=O)NC(C)(C)C
42: Oc1cccc(Oc2ncc(C(F)(F)F)cc2Cl)c1
43: Brc1cccc(-c2cnco2)c1
44: COc1ccc(C)cc1NC(=O)COC(=O)c1ccc([N+](=O)[O-])o1
45: Cc1ccc(C)c(OCCCC(=O)Nc2ccccc2C(N)=O)c1
46: COc1ccccc1C(=O)N/N=C/c1c[nH]c2ccccc12
47: C[C@H]1CN([C@@H](C)CO)C(=O)c2cc(NC(=O)c3ccncc3)ccc2O[C@H]1CN(C)Cc1ccc(C(=O)O)cc1
48: O=C1COc2ccc(C(=O)CSc3nnc(NCc4ccccc4)s3)cc2N1

entry no.	41	42	43	44	45	46	47	48
ABCB6 inh MLPCN	98	100	97	96	93	96	102	96
CaV13 FRET inh	-2	-5	-2	-6	-14	-5	-10	-4
Cardio protect	4	-8	-4	46	3	-6	2	8
MC4R antag cAMP	2	-5	0	-3	0	-4	0	1
HTR2A ag	1	0	6	8	11	-3	1	-4
MC4R ag barr	0.3	-0.7	0.0	-2.8	-0.9	-2.1	-1.8	-2.3
Exocytosis inh	1	-2	2	2	0	15	13	-2
PDI turbidity	2	8	4	0	-36	-4	-4	-4
ABHD5-PLIN5 inh	-7	-6	-3	1	-2	-1	7	1
Glyco luc inh	-1	1	2	3	2	0	2	-3

49: CCOc1ccc(CCNC(=O)COC(=O)c2cccc(S(=O)(=O)N3CCCCC3)c2)cc1OCC
50: O=C1CS(=O)CN1c1ccc(Oc2ccccc2)cc1 (configuration not stated)
51: CCOC(=O)C1=C(C)NC(=O)NC1c1cc(C)sc1C (configuration not stated)
52: CC(C)C(=O)NC(=S)N(Cc1ccccc1)Cc1ccccc1
53: COCCCNC(=S)N(Cc1cccnc1)Cc1ccc(OC)c(OC)c1
54: Cc1cccc(N2CCN(C3=NC(=O)C(Cc4ccccc4)S3)CC2)c1 (configuration not stated)

entry no.	49	50	51	52	53	54
ABCB6 inh MLPCN	94	98	108	104	98	94
CaV13 FRET inh	-5	-3	0	9	-4	-16
Cardio protect	-10	-2	1	-8	4	-2
MC4R antag cAMP	4	-4	6	-5	3	13
HTR2A ag	7	-1	-2	-1	-1	-2
MC4R ag barr	-1.4	-2.2	-0.9	-2.2	-0.7	-1.0
Exocytosis inh	-5	u	28	-7	-1	-7
PDI turbidity	5	-4	-10	7	6	4
ABHD5-PLIN5 inh	7	-2	-8	-5	-2	2
Glyco luc inh	1	1	-1	-1	-1	-2
